Source: PubChem BioAssay (several laboratories)
Myeloid diff MLP = induction of myeloid progenitor differentiation, primary screen, cell-based, flow cytometry, MLPCN library | ER-HoxA9 myeloid progenitors, lysozyme-GFP differentiation | calls only at 10 µM | 360,000 tested, 1% active;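 active means normalized GFP-positive differentiation at or above the plate's own cutoff, the solvent-only control mean plus 3 SD; inconclusive means no clear call, values can overlap the other calls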;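 further: cells exposed to compound for four days before flow analysis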
West Nile antiviral = West Nile virus antiviral activity, cell-based, CPE readout (AID 1621). 290,000 tested, 0.02% active. West Nile virus-infected cells, CPE inhibition; higher % means a stronger effect. CPE inhibition, % at 10 µM, or IC50 in µM where a hit was titrated; in the data active means a potency from the dose series; inconclusive means CPE inhibition mostly from about 3.7% at the one dose, without a potency; inactive means the rest, 99 in 100 with CPE inhibition below about 2.2%; further: strong numbers were not always called active
T cell HTS = modulators of CD8 T cell-vesicle binding, primary screen, mouse 2C CD8+ T cells, flow cytometry; AID 2052, 2009; 2C CD8+ T cell-vesicle binding; active compounds read low; calls only at 7 µM; 330,000 tested, 0.068% active;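 active means response, share of CD8 T cells binding vesicles, and their 90th percentile fluorescence all below set limits, cut at about 80% in these data, passing the limit was not always enough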
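Read-out – percent CD8+ FL2 mean versus row control · System – murine 2C transgenic CD8+ T lymphocytes · Times – 1.5 h cell–vesicle binding at 37 °C, then 20 min icy labelling · Control set – naked vesicles low, QL9 vesicles with vehicle high · Detection – cytometric PE anti-B7-1 and Alexa647 anti-CD8 signals after 1% paraformaldehyde fixation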
Hep lipid drop = inhibitors of hepatocyte lipid droplet formation, primary screen, imaging, high-throughput imaging, BODIPY stain. AML12 mouse hepatocytes, oleate lipid droplets. inhibition, % at 6.5 µM. 240,000 tested, 0.4% active;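 active means lipid droplet intensity inhibited by at least 50%, with more than 500 cells counted; inconclusive means wells with under 300 cells, treated as cytotoxic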
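Material: mouse AML12 hepatocyte cell line, fixed after treatment; Timing: compound with oleate, overnight; Technique: high-content imaging of BODIPY-stained droplets and DAPI nuclei; Probe or stimulus: oleate, 100 µM final; Dosing: compound at 6.5 µM only.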
Hep lipid drop cells 6.5 µM = recorded beside Hep lipid drop, whose call it bears; cell count; measured here: cell count, cytotoxicity flag;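 cells counted across two imaged fields per well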
T cell HTS vesicle-bound % = further read-out of T cell HTS, marked with its call; double positive events, %; measured here: CD8+ vesicle-bound cell fraction;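 binding gate set so that unloaded-vesicle control wells show 10% double positive cells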
Myeloid diff MLP GFP+ MAC1+ % = further read-out of Myeloid diff MLP, marked with its call; GFP+ MAC1+ double positive, %; measured here: differentiation confirmed by MAC1 staining
* marks the source's active call; other numbers are inactive results; i = inactive; ? = inconclusive; / = not tested or not shown; + = active, no number. This is a subset, so the mix of outcomes need not match the whole.

SMILES	Myeloid diff MLP	Myeloid diff MLP GFP+ MAC1+ %	West Nile antiviral	T cell HTS	Hep lipid drop	others
CN1CC[C@@H](c2ccc(F)cc2)[C@H](COc2ccc3c(c2)OCO3)C1	/	/	-0.3%	/	/
O=[N+]([O-])c1ccccc1-c1cc(-c2ccccc2)cc(-c2ccccc2)[n+]1Cc1ccccc1Cl	/	/	/	i	/	T cell HTS vesicle-bound %=35
O=C(OC1CC2CCC(N2)C1C(=O)O)c1ccccc1 (stereo not drawn)	/	/	/	i	/	T cell HTS vesicle-bound %=4
COC12CCC3(CC1C(C)(O)C(C)(C)C)[C@H]1Cc4ccc(OC5OC(C(=O)O)[C@@H](O)C(O)[C@H]5O)c5c4[C@@]3(CCN1CC1CC1)C2O5 (stereo partly drawn)	/	/	/	i	/	T cell HTS vesicle-bound %=6
Fc1ccc(C[n+]2c(-c3ccccc3)cc(-c3ccccc3)cc2-c2ccccc2)cc1	/	/	/	i	/	T cell HTS vesicle-bound %=43
COc1ccc(OC)c(N2C(=O)/C(=C/c3ccco3)C(=O)NC2=S)c1	/	/	0.1%	i	/	T cell HTS vesicle-bound %=20
N[C@@H]1CCCC[C@H]1N.O=C(O)C(=O)O.[Pt]	/	/	0.1%	i	/	T cell HTS vesicle-bound %=30
O=C(O)c1ccccc1NC(=O)C1C2CCC(O2)C1C(=O)O (stereo not drawn)	/	/	0.2%	i	7	Hep lipid drop cells 6.5 µM=811;T cell HTS vesicle-bound %=65
COc1cc(/C=C/[N+](=O)[O-])ccc1OC(=O)c1cccnc1	/	/	-0.2%	i	0	Hep lipid drop cells 6.5 µM=797;T cell HTS vesicle-bound %=49
CNC(=O)NC(O)C(Cl)(Cl)Cl (stereo not drawn)	/	/	1.1%	i	4	Hep lipid drop cells 6.5 µM=799;T cell HTS vesicle-bound %=13
c1ccc2c(c1)CN(Cc1ccc3c(c1)OCO3)Cc1cnnn1-2	i	0.8	/	/	/
CCOC(=O)[C@]12Cc3cc(Cl)ccc3[C@H]1N(CC(=O)OC)C(=O)c1ccccc12	i	1.6	/	/	/
Cc1ccc(C(O)(C(=O)OC(C)C)C(O)c2ccccc2)cc1 (stereo not drawn)	i	2.0	/	/	/
CC(C)(C)C(=O)N1Cc2cc(-c3ccccc3)ccc2-n2nncc2C1	i	0.3	/	/	/
CCOC(=O)C1(c2ccccc2)CCN(CCC(=O)Nc2ccc(OC)cc2)CC1	i	0.8	/	/	/
Cc1ccc2c(c1)Oc1ccccc1N=C2	i	1.3	/	/	/
O=C1CCC[C@@H]2C[C@@]3(C[C@@H]4CCN1[C@H]24)Nc1cc(Cl)ccc1NC3=NCc1ccccc1	i	1.7	/	/	/
N#Cc1ccc(C(=O)N2Cc3cnnn3-c3ccccc3C2C#N)cc1 (stereo not drawn)	i	2.4	/	/	/
CCOc1ccc(C=C2C(=O)NC(=S)NC2=O)cc1OCC	i	0.3	/	/	/
CNC(=O)Oc1c(C)[nH]ccc1=O	i	0.7	/	/	/
CC1([N+](=O)[O-])COP(=O)(NC2CCCC2)OC1 (stereo not drawn)	i	1.4	/	/	/
C[C@@H]1CN([C@H](C)CO)C(=O)c2c(c3ccccc3n2C)-c2ccccc2CO[C@H]1CN(C)Cc1ccc2c(c1)OCCN2C	i	0.3	/	/	/
O=c1[nH]c2ccccc2n1C1CCN(C(c2nnnn2C2CCCC2)C2CC2)CC1 (stereo not drawn)	i	2.5	/	/	/
C#C[C@]1(O)CCC2C3CC=C4C[C@H](O)CC[C@]4(C)C3CC[C@@]21C (stereo partly drawn)	i	1.4	/	/	/
COC(=O)C1C2c3ccccc3C(c3ccccc32)C1(C)C(=O)OC (stereo not drawn)	i	0.9	/	/	/

Following part.
SMILES	Myeloid diff MLP	Myeloid diff MLP GFP+ MAC1+ %	West Nile antiviral	T cell HTS	Hep lipid drop	others
C[C@@H]1CN([C@@H](C)CO)C(=O)CCCn2cc(nn2)CO[C@H]1CN(C)C(=O)Oc1cccc2ccccc12	i	0.4	/	/	/
O=c1[nH]c2ccccc2n1C1CCN(C(c2ccccc2OC(F)(F)F)c2nnnn2Cc2ccccc2)CC1 (stereo not drawn)	i	0.7	/	/	/
c1ccc(N2[C@@H]3CC[C@H]2c2ccccc2C3)cc1	i	0.8	/	/	/
c1cc2c(cc1N1CCCCC1)C1CC2CCN1 (stereo not drawn)	i	0.7	/	/	/
O=C1CC=C2C3CC4N(CCC45c4cc(O)c(O)cc4N1C25)CC3=CCBr (stereo not drawn)	i	0.8	/	/	/
COc1nc2ccccc2nc1N1CC1	i	0.5	/	/	/
COc1ccc(C(c2nnnn2Cc2ccccc2)N2CCC(n3c(=O)[nH]c4ccccc43)CC2)cc1 (stereo not drawn)	i	1.0	/	/	/
c1cncc(CNCCN2CCNCC2)c1	i	1.2	/	/	/
S=P(N1CCCCCC1)(N1CC1)N1CC1	?	/	/	/	/
O=C1C(=O)N(c2ccccc2)P(=O)(N(CCCl)CCCl)N1c1ccccc1	i	1.5	/	/	/
O=c1[nH]c2ccccc2n1C1CCN(C(CCc2ccccc2)c2nnnn2C2CCCC2)CC1 (stereo not drawn)	i	1.5	/	/	/
COc1ccc(C(=O)OCC2CN2c2cccc([N+](=O)[O-])c2)cc1 (stereo not drawn)	i	1.3	/	/	/
CCOC(=O)[C@]12Cc3cc(C)ccc3[C@H]1N(C1CCCCC1)C(=O)c1cc(OC)ccc12	?	/	/	/	/
CC[n+]1c(-c2ccccc2)c2cc(N)ccc2c2ccc(N)cc21	+	3.7*	/	/	/
S=C(NCCc1ccccc1)N1Cc2ccccc2-n2nncc2C1	i	1.6	/	/	/
CN(C)CC(C(=O)Cc1ccccc1)c1ccccc1 (stereo not drawn)	?	/	/	/	/
NP(=O)(Oc1ccccc1)Oc1ccccc1	i	1.4	/	/	/
S=P1(Oc2ccccc2)Nc2ccccc2N1	i	0.7	/	/	/
COc1cccc(C(c2nnnn2C2CCCC2)N2CCC3(CC2)C(=O)NCN3c2ccccc2)c1OC (stereo not drawn)	i	1.2	/	/	/
O=[N+]([O-])c1ccc(C(c2ccc([N+](=O)[O-])cc2)c2ccc([N+](=O)[O-])cc2)cc1	+	5.8*	/	/	/
c1cc2c(cc1NC1=NCCO1)CCCC2	i	1.2	/	/	/
CN1C2CCC1CC(OC(=O)c1cccc(O)c1)C2 (stereo not drawn)	i	1.7	/	/	/
CC1(C)CC(=O)CC(C)(C)N1O	i	0.6	/	/	/
O=C1NCN(c2ccccc2)C12CCN(C(c1cc3ccccc3o1)c1nnnn1C1CCCC1)CC2 (stereo not drawn)	i	1.4	/	/	/
CCOC(=O)C1(c2ccccc2)CCN(CCc2ccc(NC(=O)CCC(=O)O)cc2)CC1	i	0.5	/	/	/

7 entries out of the list, sorted by length of the SMILES, falling.
SMILES	Myeloid diff MLP	Myeloid diff MLP GFP+ MAC1+ %	West Nile antiviral	T cell HTS	Hep lipid drop	others
O=c1[nH]c2ccccc2n1C1CCN(C(c2ccccc2OC(F)(F)F)c2nnnn2Cc2ccccc2)CC1 (stereo not drawn)	i	0.7	/	/	/
O=C1CC=C2C3CC4N(CCC45c4cc(O)c(O)cc4N1C25)CC3=CCBr (stereo not drawn)	i	0.8	/	/	/
COc1ccc(C(=O)OCC2CN2c2cccc([N+](=O)[O-])c2)cc1 (stereo not drawn)	i	1.3	/	/	/
c1ccc(N2[C@@H]3CC[C@H]2c2ccccc2C3)cc1	i	0.8	/	/	/
CN1C2CCC1CC(OC(=O)c1cccc(O)c1)C2 (stereo not drawn)	i	1.7	/	/	/
c1cc2c(cc1N1CCCCC1)C1CC2CCN1 (stereo not drawn)	i	0.7	/	/	/
c1cncc(CNCCN2CCNCC2)c1	i	1.2	/	/	/

(list continues)
SMILES	Myeloid diff MLP	Myeloid diff MLP GFP+ MAC1+ %	West Nile antiviral	T cell HTS	Hep lipid drop	others
C(=NC1CCCCC1)c1c[nH]c2ccccc12	i	0.9	/	/	/
COc1ccc(-n2nnnc2C(c2cccc3ccccc23)N2CCC(n3c(=O)[nH]c4ccccc43)CC2)cc1 (stereo not drawn)	i	0.8	/	/	/
Cc1nc(-c2cccc(CN(C)C(=O)Oc3ccc([N+](=O)[O-])cc3)c2)no1	i	0.8	/	/	/
C[C@@H]1CN([C@H](C)CO)C(=O)CCCn2nncc2CO[C@@H]1CN(C)C(=O)Oc1cccc2ccccc12	i	1.1	/	/	/
CN(C)P(=O)(N(C)C)N1CC1	i	0.6	/	/	/
CSCCC(c1nnnn1-c1ccc2c(c1)OCCO2)N1CCC(n2c(=O)[nH]c3ccccc32)CC1 (stereo not drawn)	i	2.4	/	/	/
S=P(NCCNP(=S)(N1CC1)N1CC1)(N1CC1)N1CC1	?	/	/	/	/

Pulled by structure from above:
SMILES	Myeloid diff MLP	Myeloid diff MLP GFP+ MAC1+ %	West Nile antiviral	T cell HTS	Hep lipid drop	others
CC1(C)CC(=O)CC(C)(C)N1O	i	0.6	/	/	/
O=C(OC1CC2CCC(N2)C1C(=O)O)c1ccccc1 (stereo not drawn)	/	/	/	i	/	T cell HTS vesicle-bound %=4
